# Compound activity (PubChem)
# ABCG2 block: inhibitors of human ABCG2 transporter, ABCB1 counter-screen; actives 0.1% (n = 190,000); IgMXP3 cells, JC-1 efflux, flow cytometry; inhibition, % at 6.6 µM; Q9UNQ0;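 active = inhibition above 80%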;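 also: 0% = DMSO and 100% = nicardipine control wells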
# Target sequence (Q9UNQ0 whole entry, looked up): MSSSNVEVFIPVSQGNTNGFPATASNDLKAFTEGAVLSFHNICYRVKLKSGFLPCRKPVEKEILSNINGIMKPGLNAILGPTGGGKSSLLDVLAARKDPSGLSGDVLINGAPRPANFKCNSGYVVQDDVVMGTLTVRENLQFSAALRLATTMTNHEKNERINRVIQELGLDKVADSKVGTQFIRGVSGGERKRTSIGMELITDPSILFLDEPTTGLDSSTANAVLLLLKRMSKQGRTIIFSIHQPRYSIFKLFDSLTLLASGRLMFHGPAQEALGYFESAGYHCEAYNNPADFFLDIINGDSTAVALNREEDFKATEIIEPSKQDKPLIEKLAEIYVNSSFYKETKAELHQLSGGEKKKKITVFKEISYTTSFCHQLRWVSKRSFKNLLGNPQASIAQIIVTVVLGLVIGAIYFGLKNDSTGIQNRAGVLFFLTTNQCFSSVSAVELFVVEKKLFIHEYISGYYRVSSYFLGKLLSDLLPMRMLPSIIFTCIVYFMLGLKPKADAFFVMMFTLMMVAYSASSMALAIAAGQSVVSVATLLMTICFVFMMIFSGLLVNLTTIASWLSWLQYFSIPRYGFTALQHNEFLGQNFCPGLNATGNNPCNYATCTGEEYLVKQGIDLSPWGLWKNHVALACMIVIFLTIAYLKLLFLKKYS
#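 Test system: IgMXP3 (ABCG2) plus far-red-tagged CCRF-Adr (ABCB1) cells. Reagent: JC-1 dye as substrate. Timing: 10 min exposure at 25 °C with rotation, no wash. Measured by: flow cytometric JC-1 green MFI at 530 nm. Read-out: percent efflux inhibition, scaled nicardipine 100% to DMSO 0%. Control set: nicardipine and DMSO wells.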
# RGS8-Gao: regulators of human RGS8-Galphao interaction; multiplexed bead flow cytometry, RGS8-Galphao binding; actives lie on both sides; actives 0.34% (n = 220,000); response (percent of control binding), % at 10 µM; in the data active = response below about 60% or above about 140%; inactive = in between;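 also: Galphao activated as the GDP aluminium fluoride complex binding bead-coupled RGS8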
# Target sequence (P09471 whole entry, looked up): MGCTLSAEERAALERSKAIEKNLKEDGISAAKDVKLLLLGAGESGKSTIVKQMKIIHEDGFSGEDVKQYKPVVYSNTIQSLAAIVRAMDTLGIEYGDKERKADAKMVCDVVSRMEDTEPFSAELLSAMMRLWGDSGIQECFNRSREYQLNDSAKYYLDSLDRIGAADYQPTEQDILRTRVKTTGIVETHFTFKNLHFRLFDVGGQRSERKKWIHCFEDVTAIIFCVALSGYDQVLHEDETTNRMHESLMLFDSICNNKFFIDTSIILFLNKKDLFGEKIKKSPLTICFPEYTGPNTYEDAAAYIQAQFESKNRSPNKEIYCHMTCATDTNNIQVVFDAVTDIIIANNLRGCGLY
# RGS7-Gao: regulators of human RGS7-Galphao interaction; P09471; Multiplexed bead flow cytometry, RGS7-Galphao binding; actives lie on both sides; binding response (% of control), % at 10 µM; actives 0.35% (n = 220,000); in the data active = binding response below about 49% or above about 150%; inconclusive = no clear call, values can overlap the other calls; inactive = in between;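 also: fluorescent Galphao held in activated GDP-AlF4 state binding bead-coupled RGS7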
# RGS4-Gao reg: modulates binding of RGS4 to human Galphao | Multiplexed bead flow cytometry; actives lie on both sides | actives 0.33% (n = 220,000) | AID 1415 | P09471 | binding response (% of control), % at 10 µM; in the data active = binding response below about 49% or above about 150%; inactive = in between;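 also: fluorescent Galphao activated with aluminum fluoride binding bead-coupled RGS4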
# Pf gametocyte: inhibitors of late stage P. falciparum gametocyte viability | P. falciparum stage V gametocytes, ATP luminescence, 24 h | inhibition, % at 10.9 µM | actives 0.065% (n = 150,000) | AID 743093;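 active = inhibition above the mean plus 3 SD of compounds within the control limits, set per campaign, cut at about 38% in these data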;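 also: 0% = DMSO wells and 100% = medium only without gametocytes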
# Mcl-1 Bim block: human Bim-Mcl-1 interaction inhibition | Q07820 | Bead-based flow cytometry, Bim peptide-Mcl-1 binding | inhibition, % at 10 µM | actives 0.1% (n = 190,000) | AID 1009; in the data active = inhibition above about 40%;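 also: 0% = no compound tracer wells and 100% = peptide blocker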
# ABCB1 inh: inhibitors of human ABCB1 transporter, ABCG2 counter-screen. CCRF-Adr cells, JC-1 efflux, flow cytometry. inhibition, % at 6.6 µM. P08183. actives 0.067% (n = 190,000); in the data active = inhibition above about 40%;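 also: 0% = vehicle and 100% = reference inhibitor; higher value means more JC-1 retained so stronger ABCB1 efflux block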
# Mcl1-Noxa inh: Mcl-1/Noxa interaction inhibition | Q07820 | TR-FRET Mcl-1/Noxa peptide binding, 2 h | inhibition, % at 21.7 µM | actives 1.5% (n = 220,000) | AID 1022;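 active = compounds that cut the protein-peptide binding signal by more than 50% relative to plate controls in a single-dose test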;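 also: His-tagged Mcl-1 with rhodamine Noxa BH3 peptide and terbium anti-His antibody; 0% = Mcl-1 plus Noxa peptide wells and 100% = peptide-only wells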
# GSH bead fluor: compound fluoresces at 488/530 nm on GSH beads; fluorescence (KMESF) at 10 µM; actives 0.25% (n = 190,000); GSH beads flow cytometry, compound fluorescence 488/530 nm; stronger effect = higher value; in the data active = fluorescence above about 89;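 also: glutathione beads carrying GST-tagged Bcl family fusion proteins plus one bare bead set; values are compound well signal with DMSO vehicle wells as background; inactives centre near 16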
# Mcl1-Bid inh: disrupts binding of human Mcl-1 to Bid peptide; Q07820; TR-FRET Mcl-1/Bid-Dy647 peptide binding, 1536-well; inhibition, % at 21.7 µM; actives 0.97% (n = 220,000); AID 1021;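 active = compounds that cut the binding signal by more than half at the single screening dose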;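 also: His-tagged Mcl-1 with europium anti-His antibody binding Bid BH3 peptide; 0% = Mcl-1 plus peptide wells and 100% = peptide-only wells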
# Avidin bead fluor: compound fluoresces at 488/530 nm on avidin beads; compound fluorescence 488/530 nm, flow cytometry; stronger effect = higher value; AID 1775; actives 0.38% (n = 220,000); fluorescence (KMESF) at 10 µM; in the data active = fluorescence above about 47; also: inactives centre near 10
# * = called active by the depositor; ? = inconclusive; . = not tested or not shown; [ ] = remark or other dose.
SMILES,ABCG2 block,RGS8-Gao,RGS7-Gao,RGS4-Gao reg,Pf gametocyte,Mcl-1 Bim block,ABCB1 inh,Mcl1-Noxa inh,GSH bead fluor,Mcl1-Bid inh,Avidin bead fluor
Cc1nn(C)c(Cl)c1CN1CCCC(CO)(Cc2cccc(Cl)c2)C1 (stereo unspecified),-6,106,104,107,1,-3,-1.6,4,19,-23,11
CCCCC1CC(C)(C(=O)CSc2nc3ccccc3s2)OC1=O (stereo unspecified),0,100,102,101,-12,-1,0.0,3,16,0,6
CCC(=O)N1CCN(CCN=CC2=C(O)CC(C)(C)CC2=O)CC1,-7,146*[activator],106,105,.,-2,-1.4,-11,26,-9,10
CCOC(=O)N1CCN(C(=O)C2c3cc(OC)c(OC)cc3C(=O)N3CCc4ccccc4C23)CC1 (stereo unspecified),0,109,107,108,.,0,0.1,12,32,-9,6
Cn1cc(CN2CCCCC2CO)c(-c2ccc(Oc3ccccc3)cc2)n1 (stereo unspecified),3,100,99,100,11,-2,2.4,-2,9,-16,2
CC(C(=O)N1CCN=C1c1ccccc1)N1C(=O)c2ccccc2C1=O (stereo unspecified),.,100,?,101,-16,.,.,10,.,-15,4
CCOC(=O)C1CCCN(C(=O)c2cncc(Br)c2)C1 (stereo unspecified),21,98,100,99,-4,-1,0.7,-2,29,-2,11
COc1ccc(/C(C)=C2\SC(=S)N(CCC(=O)O)C2=O)cc1,1,99,100,99,.,-2,-1.3,15,60,-2,10
NS(=O)(=O)c1ccc(CCNC(=O)/C=C/c2ccc([N+](=O)[O-])cc2)cc1,7,99,104,97,.,-5,1.2,23,11,12,12
Cc1ccc(C)c2[nH]c(=O)c(CN(Cc3ccc4c(c3)OCO4)Cc3nnnn3Cc3ccco3)cc12,2,90,89,86,.,0,3.6,13,8,-12,29
COc1ccc2c(c1OC)C(=O)N1N=C(c3ccc(Br)cc3)CC21 (stereo unspecified),26,102,98,97,.,-9,0.6,9,11,1,10
COC(=O)C(CC(=O)c1cccc(OC)c1)c1ccc(F)cc1 (stereo unspecified),2,104,101,101,-2,0,0.4,-2,11,-20,24
COc1ccccc1C(=O)C1CCCN(C(=O)CCc2ccccn2)C1 (stereo unspecified),1,94,89,97,6,-4,0.3,11,10,-11,3
CC(C)[C@H](NC(N)=O)C(=O)NCCc1ccc(Cl)cc1Cl,-1,82,75,75,-6,0,-0.2,6,12,-13,8
CN1CCCC(OC(=O)c2cccc(S(=O)(=O)N3CCCCCC3)c2)C1 (stereo unspecified),.,97,?,98,-5,.,.,-6,.,-21,6
O=C(c1cc([N+](=O)[O-])ccc1Cl)N1CCN(Cc2ccc3c(c2)OCO3)CC1,0,100,108,102,-19,0,-0.1,-9,19,-1,8
C=CCNC(=O)c1ccc(Cn2cc(C(F)(F)F)ccc2=O)cc1,3,102,?,104,-13,-2,0.8,2,15,-18,11
O=C(NCCN1CCN(c2ccccc2)CC1)C1CCN(S(=O)(=O)c2cccc3nonc23)CC1,1,105,108,102,-13,-1,0.2,1,32,-59,11
Cc1cn(COC/C=C/c2ccccc2)c(=O)[nH]c1=O,1,101,97,102,-11,-2,0.3,-14,18,-4,7
Cc1cc(C)c2c(n1)sc1c(O)cc(=O)[nH]c12,-1,100,96,102,.,1,-0.1,24,9,-7,7
CCCOc1c(Br)cc(C2C3=C(CCCC3=O)N(C)C3=C2C(=O)CCC3)cc1OC,15,100,98,96,-22,-8,2.2,7,7,-30,19
COC(=O)C1=C(C)NC(=S)NC1c1ccc(-c2cc(Cl)ccc2Cl)o1 (stereo unspecified),.,93,?,90,5,.,.,6,.,-112,6
COc1ccc(CNCC(O)COCc2cccs2)cc1 (stereo unspecified),11,100,101,104,17,-4,1.4,8,27,23,39
CCOC(=O)c1c(C)oc2ccc(OS(C)(=O)=O)cc12,4,103,102,101,13,-2,-0.1,9,15,-16,12
Cc1sc(NC(=O)/C=C/c2ccc(C(C)C)cc2)c(C#N)c1C,1,99,99,100,3,-1,0.0,5,23,-22,5
OC(c1cc(-c2ccc(C(F)(F)F)cc2)nc(C(F)(F)F)c1)C1CCCCN1 (stereo unspecified),.,107,?,107,.,.,.,13,.,7,9
Cn1c(O)c(N=NC(=O)c2ccco2)c2ccccc21,46,111,107,104,14,0,2.1,32,11,3,14
CCOc1ccc(NC(=O)C23CC4CC(C2)CC(c2ccccc2)(C4)C3)cc1,4,101,99,98,.,0,0.4,-5,15,-8,18
Cc1ccc(N=C/C(C(=O)C(F)(F)F)=C(\O)c2ccco2)cc1Cl,34,101,100,103,.,-3,1.1,9,19,-33,15
CCOc1ccc(S(=O)(=O)NCCCN2CCOCC2)c2ccccc12,5,100,99,100,.,-2,0.5,2,16,4,21
Cc1cc(C)n(C(=O)c2sc3cc(F)ccc3c2Cl)n1,2,103,101,100,.,-2,0.5,10,23,-6,11
O=C(CN1CCN(C(c2ccccc2)c2ccccc2)CC1)Nc1ccc(N2CCOCC2)cc1,4,103,?,104,6,-3,1.8,13,10,-79,8
CCn1ncc(CN2CCN(C(=O)Nc3ccccc3C(=O)OC)CC2)c1C,0,100,98,100,.,0,0.2,-18,20,-9,16
CSc1ccc(C(=O)C2CCCN(C(=O)c3ccc(C)nc3)C2)cc1 (stereo unspecified),3,97,96,95,1,-2,1.4,21,10,-3,3
CCC(C)NC(=O)CSc1nc2ccccc2c(=O)n1-c1c(C)n(C)n(-c2ccccc2)c1=O (stereo unspecified),-1,97,88,98,8,-1,0.0,12,16,-9,12
O=C(CCCn1c(=S)[nH]c2cc3c(cc2c1=O)OCO3)N1CCN(c2ccccc2)CC1,-2,92,98,99,-37,-5,-0.6,16,7,-49,7
NC(=O)NC(c1ccc(Cl)cc1)c1ccccc1Cl (stereo unspecified),.,95,?,97,1,.,.,-3,.,-3,4
Cc1cccc(C)c1NC(=O)NCc1ccco1,.,99,?,96,.,.,.,7,.,-30,9
O=C(Nc1ccc(Cl)cn1)c1ccc(COc2ccccc2Br)o1,25,84,84,89,-6,1,0.5,4,11,-3,5
CS(=O)(=O)N(CC(=O)Nc1ccccc1)c1cccc(Cl)c1Cl,0,109,104,106,5,0,-0.1,-11,18,-9,11
O=C(Nc1ccc(N2CCOCC2)c(C(=O)O)c1)c1ccco1,-10,107,107,106,.,1,-5.5,-6,34,-8,11
O=C(CSc1ccc(-c2ccco2)nn1)NC1CCCCC1,0,95,86,91,.,-1,-0.4,13,9,-40,9
Cc1ccc(S(=O)(=O)N2CCC(C(=O)NCC3CCCO3)CC2)cc1 (stereo unspecified),0,102,105,100,11,-5,-0.7,1,42,-29,13
CCN1CCN(C(=O)C2CCN(C(=O)c3cc4sccc4n3CC)CC2)CC1,1,104,101,103,.,-2,0.1,-2,27,-23,5
CC(C)(C)c1nc(S(=O)(=O)c2ccc(Cl)cc2)c(N2CCOCC2)o1,1,90,91,91,10,0,0.4,6,51,-1,7
O=C(CC1C(=O)NCCN1C(=S)Nc1ccccc1)Nc1ccc(F)cc1 (stereo unspecified),13,102,102,102,25,-6,0.5,23,12,-19,21
Cc1c(C(=O)Oc2ccc(-c3cnc4ccccc4n3)cc2)cccc1[N+](=O)[O-],27,80,124,103,-6,-8,-1.3,67*,9,50,5
CCN1CCN(CC(O)COCCOc2ccc(Br)cc2)CC1 (stereo unspecified),0,97,101,99,4,-2,0.1,27,8,26,1
Cc1cc(C)cc(NS(=O)(=O)c2ccc3oc(=O)ccc3c2)c1,1,105,108,110,.,0,0.3,-3,17,-22,6
COc1ccc(NC(=O)Nc2ccncc2)c(OC)c1,1,100,95,102,-6,0,0.1,4,21,-30,5
COc1cccc(/C=N/NC(=O)c2cccs2)c1,.,103,?,103,5,.,.,-16,.,-15,7
COC(=O)c1cccc2c1NC(=O)C2=O,.,102,?,99,-26,.,.,7,.,-24,5
COc1ccc(Cn2nnnc2CN2CCC(O)(c3ccccc3F)CC2)cc1,0,103,99,106,-1,-2,0.5,3,9,7,8
Fc1cnc(N2CCOCC2)nc1N1CCc2ccccc21,9,99,98,97,.,-1,0.4,18,25,-17,32
O=C(COc1ccc(Cl)cc1)OCc1csc(Nc2ccccc2)n1,-2,92,91,98,-12,-8,-0.5,4,18,-54,8
Cn1cc(CNCc2ccc(OC(F)(F)F)cc2)c(-c2ccc3c(c2)OCCO3)n1,5,102,96,99,5,-5,4.2,14,12,8,3
O=C(c1ccc(CN2CCc3ccccc3C2)cc1)N1CCc2ccccc2C1,0,102,99,100,-4,-1,0.1,-10,14,-17,37
Oc1ccc(-c2[nH]nc(-c3ccccc3)c2-c2nc3ccccc3[nH]2)cc1,1,101,101,103,-10,-6,-0.1,11,22,-19,12
CN(Cc1ccccc1)C(=O)CCc1ccccc1,2,105,105,104,.,-6,0.0,3,15,-19,11
COc1ccc(N2CCN(C(=O)C3CCCN(S(=O)(=O)c4cccc5cccnc45)C3)CC2)cc1 (stereo unspecified),1,102,99,101,.,-1,1.3,20,23,-34,6

# The final two compounds of the section before come first, to join the parts:
SMILES,ABCG2 block,RGS8-Gao,RGS7-Gao,RGS4-Gao reg,Pf gametocyte,Mcl-1 Bim block,ABCB1 inh,Mcl1-Noxa inh,GSH bead fluor,Mcl1-Bid inh,Avidin bead fluor
CN(Cc1ccccc1)C(=O)CCc1ccccc1,2,105,105,104,.,-6,0.0,3,15,-19,11
COc1ccc(N2CCN(C(=O)C3CCCN(S(=O)(=O)c4cccc5cccnc45)C3)CC2)cc1 (stereo unspecified),1,102,99,101,.,-1,1.3,20,23,-34,6
Cc1ccc(-c2nn3c(C)nnc3s2)cc1NC(=O)c1ccc(OC(C)C)cc1,1,100,105,102,.,0,-0.5,5,20,-4,8
CC12CN3CCN(CC(C3)/C1=N/N=C/c1cccc([N+](=O)[O-])c1)C2,.,97,?,93,-8,.,.,34,.,-15,3
CCOc1ccc2oc(C(=O)OC(C(=O)NC(N)=O)C(C)C)c(C)c2c1 (stereo unspecified),.,99,?,100,5,.,.,9,.,-29,10
CCOC(=O)c1sc(NC(C)=O)cc1C,3,113,106,111,.,0,0.6,-3,24,-8,6
COc1cc2c(cc1OC)CN(CCC(=O)c1ccc(Br)cc1)CC2,0,96,98,99,12,-8,0.0,3,10,-16,12
Cc1nc(SCC(=O)c2cc3ccccc3oc2=O)c(C#N)c(-c2cccs2)c1C(=O)Nc1ccccc1,0,104,104,104,8,1,-0.1,0,13,-19,9
